OXTR ag = human OXTR agonists, primary screen, fluorescence, CHO-OTR cells, Fluo-8 calcium. Fluo-8 calcium fluorescence; normalized: DMSO 0%, oxytocin 100%. AID 2435, 2010. 320,000 compounds, 0.32% hits. Oxytocin receptor (Homo sapiens), P30559. activation, % at 3 µM;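 active means activation above the mean of all tested compounds plus 3 SD, cutoff set per screening run, cut at about 20% in these data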;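 further: peak over basal fluorescence ratio from a 100 s FLIPR kinetic read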
Target sequence (P30559 whole entry, looked up): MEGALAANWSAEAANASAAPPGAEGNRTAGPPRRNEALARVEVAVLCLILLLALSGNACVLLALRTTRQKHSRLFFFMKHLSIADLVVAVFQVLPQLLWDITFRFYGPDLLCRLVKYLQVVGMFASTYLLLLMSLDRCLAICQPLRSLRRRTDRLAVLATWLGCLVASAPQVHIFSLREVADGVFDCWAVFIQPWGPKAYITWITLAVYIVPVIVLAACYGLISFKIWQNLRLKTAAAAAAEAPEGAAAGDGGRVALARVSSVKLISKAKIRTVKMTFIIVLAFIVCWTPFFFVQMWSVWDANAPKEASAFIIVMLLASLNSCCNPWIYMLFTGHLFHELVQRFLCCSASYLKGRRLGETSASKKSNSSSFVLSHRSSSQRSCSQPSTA
* = called active by the depositor.

SMILES | OXTR ag
CN(CC(=O)Nc1ccccc1Cl)C(=O)COC(=O)C1CCN(c2ccc(C(F)(F)F)cn2)CC1 | 0.5
Cc1cc(NC(=O)CN2C(=O)N(C)C3(CCCCC3)C2=O)ccc1Br | 1.4
NC(=O)c1ccsc1NC(=O)CS(=O)(=O)c1ccccc1 | -0.1
N#CCCN(C(=O)COC(=O)CNC(=O)c1ccc(-c2ccccc2)cc1)c1ccc(F)cc1 | 0.8
Cc1ccc(CN2CC(=O)N3[C@H]4c5cc(Cl)ccc5OC[C@@H]4[C@H](c4ccccc4)[C@]3(C)C2=O)cc1 | 0.0
CN(CC(=O)NCc1ccccc1Cl)CC(=O)Nc1ccccc1Br | -1.1
Cc1sc2ncnc(SCC(=O)N3CCOCC3)c2c1C | 2.8
CCCCCCSc1ccc([C@H]2N[C@@](CC(C)C)(C(=O)OC)[C@H]3C(=O)N(C)C(=O)[C@@H]23)cc1 | 1.1
COc1ccc2oc(C(=O)OC(C)C(=O)NC3(C#N)CCCCC3)c(C)c2c1 (stereo not given) | 1.4
CCCN(C(=O)c1cnccn1)c1c(N)n(Cc2ccccc2)c(=O)[nH]c1=O | 0.8
COc1ccc(C(=O)COC(=O)c2cncc(Br)c2)cc1 | 0.8
Cc1ccc(NC(=O)C2CC(=O)N(CCc3ccccc3)C2)cc1Cl (stereo not given) | 2.8
CC1CCN(C(=O)COC(=O)c2cccc(S(=O)(=O)N(C)c3ccccc3)c2)CC1 | 2.0
CCOc1ccccc1OCC(=O)OCc1csc(CC(=O)Nc2ccccc2C)n1 | -1.6
c1ccc(CCC2Cc3ccccc3N2)cc1 (stereo not given) | -1.0
COc1cccc(NC(=O)COC(=O)c2ccccc2C(=O)N(C)c2ccccc2)c1 | 0.0
C=CCC[C@@H](Cc1ccc(F)cc1)C(=O)OC[C@H](Cc1c[nH]c2ccccc12)NC(=O)[C@H](CC=C)CC(=O)N(CCO)Cc1ccccc1 | 0.5
O=C1CN(C(=O)COC(=O)CCS(=O)(=O)c2ccccc2Cl)c2ccccc2N1 | 1.1
c1ccc2ncccc2c1 | 1.1
O=C(NC1CC(=O)N(c2ccc3c(c2)OCCO3)C1)N1CCC(O)CC1 (stereo not given) | 1.4
Cc1ccc(S(=O)(=O)CCC(=O)N(Cc2nnc(-c3ccc(Cl)cc3)o2)C2CC2)cc1 | -0.4
COc1cccc(NC(=O)C(=O)NCCC2CCCCN2S(=O)(=O)c2cccs2)c1 (stereo not given) | 0.8
Cc1cc(NC(=O)CSC2=NS(=O)(=O)c3cc(Cl)ccc3N2)no1 | -0.1
COc1ccccc1OCC(=O)Nc1ccccc1C(=O)NC1CC1 | 0.1
Cc1c(NC(=O)C(C)Sc2nccn2C)c(=O)n(-c2ccccc2)n1C (stereo not given) | 0.2
O=C(CNC(=O)c1ccco1)NNC(=O)c1n[nH]c(=O)c2ccccc12 | 0.7
CCN(Cc1nc2cc(Cl)ccc2c(=O)[nH]1)C(=O)c1cccc(OCc2c(C)noc2C)c1 | 1.4
COc1cc(N)c(Cl)cc1C(=O)OC(C)C(=O)Nc1cccc(S(=O)(=O)N2CCOCC2)c1 (stereo not given) | 3.6
O=C(Cc1n[nH]c(=O)c2ccccc12)N1CCN(S(=O)(=O)c2ccc(F)c(Cl)c2)CC1 | -0.4
O=C(COC(=O)COc1ccc(Br)cc1)NC1CCCCCC1 | 4.3
CCOC(=O)C1CCCN(S(=O)(=O)CCNC(=O)c2ccc(F)cc2)C1 (stereo not given) | -0.8
CCCCN(C(=O)C(C)Oc1cccc(Cl)c1)c1c(N)n(CCC)c(=O)[nH]c1=O (stereo not given) | -0.3
Cc1ccc(NC(=O)c2cccc(S(=O)(=O)NCc3ccccc3)c2)nc1 | -1.9
Cc1ncc[nH]1 | 0.4
C=CCN(c1ccccc1)S(=O)(=O)c1cccc(C(=O)N2CCN(c3ncccn3)CC2)c1 | 1.0
COc1ccc(S(=O)(=O)N2CCCCCC2)cc1C(=O)NCc1ccco1 | -1.0
CCOC(=O)c1sc(NC(=O)CN2C(=O)NC3(CCC(C)CC3)C2=O)c(C(=O)OCC)c1C (stereo not given) | -0.5
Cc1ccc(S(=O)(=O)N2CCCC2)cc1C(=O)Nc1ccc(-n2cnnn2)cc1 | 4.7
Cc1ccc(NC(=O)c2ccccc2OCC(=O)Nc2ccccc2F)cc1S(=O)(=O)N(C)C | 0.9
CC1CCN(S(=O)(=O)c2ccc(NC(=O)CN3C(=O)NC(C)(c4ccccc4)C3=O)cc2)CC1 (stereo not given) | -1.7
Cc1noc(C)c1NC(=O)N(C)C[C@H]1Oc2c(NC(=O)Nc3ccc4c(c3)OCO4)cccc2C(=O)N([C@H](C)CO)C[C@@H]1C | -0.6
Cc1nnnn1/C(=C\c1ccccc1)C(=O)OCC(=O)Nc1ccc(Cl)cc1F | 1.1
O=C(NCC1CC1)c1onc(CSc2ccc(F)c(F)c2)c1C(=O)NCC1CC1 | -2.1
CCCNC(=O)c1ccccc1NC(=O)c1ccc2c(=O)n3c(nc2c1)CCC3 | -1.2
O=C(COC(=O)Cn1cnc2ccccc2c1=O)Nc1ccccc1OC(F)F | -0.2
O=C(NCC1CCCCC1)c1cc(S(=O)(=O)N2CCOCC2)ccc1F | 1.0
O=C(COC(=O)c1n[nH]c2ccccc12)NC1CCCCC1 | 0.8
O=C(Cc1ccc(Cl)cc1)OCC(=O)N1CCCCCC1 | -0.9
CC1CC(C)CN(C(=O)COC(=O)CNC(=O)C23CC4CC(CC(C4)C2)C3)C1 (stereo not given) | -0.1
COCCn1c(N)c(N(Cc2ccccc2)C(=O)COc2ccccc2F)c(=O)[nH]c1=O | 0.4
CCN(CC)C(=O)c1nc[nH]c1C(=O)N1CCc2ccccc2C1 | 0.2
C#CCOCCOCCOCCNc1nc(N2CCN(C(=O)CCCCCCCCCCNC(=O)Cn3cc(C[C@@H](C)O)nn3)CC2)nc(N2CCN(C(=O)CCCCCCCCCCNC(=O)[C@@H](CCSC)n3cc(CCO)nn3)CC2)n1 | 3.5
COCCCNC(=O)C(=O)Nc1ccc2c(c1)N(S(=O)(=O)c1cccs1)CCC2 | 0.1
N=C(N)SCCN | 0.0
CC1CCc2c(sc(NC(=O)COC(=O)c3ccc(NC(=O)CC#N)cc3)c2C#N)C1 (stereo not given) | -0.6
CCOC(=O)c1c(NC(=O)COC(=O)c2nc(Cl)ccc2Cl)sc(C(=O)NC)c1C | -1.7
CC(C)(OC(=O)c1ccc(F)cc1)c1cc2ccccc2c(=O)o1 | -1.2
O=C(c1cccc(S(=O)(=O)N2CCc3ccccc32)c1)N1CCc2ccccc2C1 | 2.0
O=C(CSc1nc2ccccc2c(=O)n1-c1ccc(OC(F)F)cc1)NC1CC1 | 0.1
O=C(COC(=O)COc1ccccc1F)Nc1cccc(S(=O)(=O)N2CCCCC2)c1 | 4.2

(list continues)
SMILES | OXTR ag
O=C(CCNC(=O)c1ccc(Br)cc1)Nc1ccccc1N1CCCCC1 | -1.4
O=C(COC(=O)/C=C/c1ccc(S(=O)(=O)N2CCOCC2)cc1)Nc1ccccc1F | 1.0
Cc1ccc(C(=O)Nc2cccc(NC(=O)c3ccc(C)cc3)n2)cc1 | -1.3
Cc1ccc(NC(=O)CSc2ccccc2)cc1S(=O)(=O)N1CCCCC1 | 6.0
Cc1c(Cl)ccc2sc(N3CCN(C(=O)C4=COCCO4)CC3)nc12 | 12
O=C(NCc1ccccn1)c1cc(S(=O)(=O)N2CCCCC2)ccc1Cl | 2.0
COc1cc(C(=O)OCCNC(=O)c2cccnc2)cc(OC)c1OC | 1.3
Cc1csc2nc(O)c(C(=O)NC3CCCCC3C)c(=O)n12 (stereo not given) | -0.2
CCOc1cc(/C=N/NC(=O)c2ccccc2OCc2ccc(F)cc2)ccc1O | -2.1
c1ccc(CCCCN2C(Nc3ccccc3)=NC[C@@H]2Cc2ccccc2)cc1 | 7.0
COc1ccc(-c2cn(CCN)c(-c3ccncc3)n2)cc1 | 1.3
CC(=O)c1cccc(NC(=O)C2=CN3CCS(=O)(=O)N=C3C=C2)c1 | 0.0
Cc1ccc(C(=O)NCCCN2CCN(CCCNC(=O)c3ccc(C)cc3)CC2)cc1 | -1.5
Cc1ccc(NC(=O)CN2C(=O)C(=O)N(C3CCCC3)C2=O)cc1Cl | 2.1
COc1ccccc1CCNC(=O)CN1C(=O)NC2(CCCC2)C1=O | 0.0
COc1ccc(C(=O)NNC(=O)c2cc3ccccc3cc2O)cc1 | -0.6
CN(C(=O)COC(=O)c1ccc(F)c(S(=O)(=O)N2CCOCC2)c1)C1CCS(=O)(=O)C1 (stereo not given) | 0.5
CCOc1ncccc1C(=O)NNC(=O)c1csc(N2CCOCC2)n1 | 0.5
CCOC(=O)N1CCN(S(=O)(=O)CCNC(=O)c2cccc(OC)c2)CC1 | 0.1
CC(C)CNC(=O)/C=C/C=C/c1ccc2c(c1)OCO2 | -1.0

Among those listed so far, these have bromine:
SMILES | OXTR ag
Cc1cc(NC(=O)CN2C(=O)N(C)C3(CCCCC3)C2=O)ccc1Br | 1.4
CN(CC(=O)NCc1ccccc1Cl)CC(=O)Nc1ccccc1Br | -1.1
COc1ccc(C(=O)COC(=O)c2cncc(Br)c2)cc1 | 0.8
O=C(COC(=O)COc1ccc(Br)cc1)NC1CCCCCC1 | 4.3
O=C(CCNC(=O)c1ccc(Br)cc1)Nc1ccccc1N1CCCCC1 | -1.4

The results go on.
SMILES | OXTR ag
O=C1NC(Cc2ccccc2)c2nc3cc(Cl)ccc3c(=O)n2-c2ccccc21 (stereo not given) | -0.9
CC(OC(=O)CNS(=O)(=O)c1ccc(C#N)cc1)C(=O)Nc1cccc(C#N)c1 (stereo not given) | -0.6
Cc1nc(SCC(=O)NC2CCCCC2C)c(C#N)c(C)c1C (stereo not given) | -1.8
Cc1ccc(C(=O)OCC(=O)N(C)C2CCS(=O)(=O)C2)cc1S(=O)(=O)N1CCOCC1 (stereo not given) | 1.6
O=C(NCc1cc(C(F)(F)F)ccc1Cl)c1cccc2c1C(=O)c1ccc(N3CCOCC3)cc1S2(=O)=O | 15
CN(c1ccc(F)cc1)S(=O)(=O)c1ccc(Cl)c(C(=O)Nc2ccncc2)c1 | 12
COc1ccc(C(CNC(=O)CSc2ccccc2F)N2CCOCC2)cc1 (stereo not given) | 0.4
CC1(C)Cc2cccc(OCC(=O)N3CCN(c4cccc(C(F)(F)F)c4)CC3)c2O1 | -2.6
O=C1C=C(c2ccc3c(c2)OCO3)C[C@@H](c2ccc3c(c2)OCO3)C1 | 1.2
O=C(CN(c1ccccc1)S(=O)(=O)c1ccc(F)cc1)NCc1cccs1 | -0.9
CC1CCCCC12NC(=O)N(CC(=O)OCc1cccc(F)c1)C2=O (stereo not given) | 0.1
CCc1cc2c(SCC(=O)NC3CC3)ncnc2s1 | 0.2
CCCCn1c(N)c(N(CCC(C)C)C(=O)c2ccc(C)o2)c(=O)[nH]c1=O | 0.1
CCCCCCSc1ccc([C@H]2N[C@@](CC(C)C)(C(=O)OC)[C@H]3C(=O)N(C)C(=O)[C@@H]23)cc1OC | -0.2
O=S(=O)(Nc1cc(Cl)ccc1-n1cncn1)c1ccccc1Cl | 4.9
CC1CCC(NC(=O)CN2CCN(S(=O)(=O)c3cccs3)CC2)CC1 (stereo not given) | -0.5
COc1ccc(C(C)=O)cc1COC(=O)[C@H](Cc1ccccc1)NC(=O)c1ccco1 | -0.6
O=C(Nc1nc(-c2ccccn2)cs1)c1cc(S(=O)(=O)N2CCOCC2)ccc1F | 3.0
COc1ccc(S(=O)(=O)N2CCCCC2)cc1NC(=O)Cc1ccsc1 | -0.5
O=C(NCCC1=CCCCC1)c1cccc(S(=O)(=O)N2CCCCC2)c1 | -1.9
CN(Cc1ccccc1)C(=O)COC(=O)C1CCN(S(=O)(=O)c2ccc3c(c2)OCCO3)CC1 | -0.2
CC(=O)c1cccc(NC(=O)COc2cc(C)on2)c1 | 0.4
CC(=O)c1ccc(OC(C)C(=O)Nc2cccc(S(=O)(=O)NCc3ccco3)c2)cc1 (stereo not given) | 4.3
CCC(C)Sc1cccc(-c2nc3cc(C)ccn3c2NC2CCCCC2)c1 (stereo not given) | -1.8
N#CCC(=O)Nc1ccc(C(=O)OCC(=O)Nc2ccc3ccccc3c2)cc1 | 1.6
CC(C)NC(=O)N(C)C[C@H]1Oc2ccc(NS(=O)(=O)c3ccc(Cl)cc3)cc2CC(=O)N([C@@H](C)CO)C[C@@H]1C | 1.0
CCCn1c(N)c(C(=O)CSc2n[nH]c(-c3ccccc3F)n2)c(=O)n(C)c1=O | 8.4
CC(=O)O[C@H](COc1c2ccoc2cc2oc(=O)ccc12)C(C)(C)O | 0.8
CC(=O)NC(CC(=O)OCC(=O)Nc1cc(S(=O)(=O)N2CCCCC2)ccc1C)c1ccccc1 (stereo not given) | -0.3
O=C(COC(=O)/C=C/c1ccc(C(F)(F)F)cc1)NCC1CCCO1 (stereo not given) | 3.2
Nc1c(N(Cc2ccco2)C(=O)c2ccc(Cl)cc2)c(=O)[nH]c(=O)n1Cc1ccccc1 | 0.2
O=C(Nc1cccc(/C=C/c2ccccn2)c1)c1ccc(-n2cncn2)cc1 | 1.5
O=C(COC(=O)/C=C/c1cccc([N+](=O)[O-])c1)Nc1cccnc1Cl | 5.2

In the list so far, these contain a CF3 group:
SMILES | OXTR ag
CN(CC(=O)Nc1ccccc1Cl)C(=O)COC(=O)C1CCN(c2ccc(C(F)(F)F)cn2)CC1 | 0.5
O=C(NCc1cc(C(F)(F)F)ccc1Cl)c1cccc2c1C(=O)c1ccc(N3CCOCC3)cc1S2(=O)=O | 15
CC1(C)Cc2cccc(OCC(=O)N3CCN(c4cccc(C(F)(F)F)c4)CC3)c2O1 | -2.6
O=C(COC(=O)/C=C/c1ccc(C(F)(F)F)cc1)NCC1CCCO1 (stereo not given) | 3.2

Random excerpt: two records from the list.
SMILES | OXTR ag
O=C(COC(=O)/C=C/c1ccc(C(F)(F)F)cc1)NCC1CCCO1 (stereo not given) | 3.2
CC(=O)NC(CC(=O)OCC(=O)Nc1cc(S(=O)(=O)N2CCCCC2)ccc1C)c1ccccc1 (stereo not given) | -0.3

Source: PubChem BioAssay (The Scripps Research Institute Molecular Screening Center)

An excerpt. The share of hits here may be higher or lower than overall.
